# Ecoli tolC: E. coli tolC mutant growth inhibition | E. coli BW25113 tolC mutant growth, OD615 | growth inhibition, % at 10 µM (by protocol) | actives 2.2% (n = 65,000);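 active means growth inhibition at or above a cutoff equal to the mean over every tested compound plus 3 SD, cut at about 60% in these data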;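 further: growth measured after 20 h incubation at 37 °C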
#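 Test system: E. coli BW25113 ΔtolC::kan bacteria | Medium: Kanamycin-containing LB broth (50 µg/mL) | Dosing: One dose of 10 µM final | Times: 20 h incubation with compound, 37 °C | Detection: Optical density read at 615 nm | Read-out basis: Percent growth inhibition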
# RORa activator: activates the human nuclear receptor RORA | P35398 | CHO-K1 Gal4-RORA LBD luciferase reporter, luminescence; percent increase over mock-subtracted basal signal | activation, % at 10 µM | actives 1.5% (n = 65,000) | AID 560;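 active means activation above the mean of all tested compounds plus 3 SD, cut at about 49% in these data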;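 further: 0% = DMSO-treated RORA cells and 100% = added signal equal to DMSO minus mock-transfected cells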
# M1 antagonist: M1 muscarinic receptor (rat) antagonism; P08482; CHO-M1 cells, Fluo-4 calcium, ACh EC80 antagonist mode; active compounds read low; B-score at 10 µM; actives 3.4% (n = 64,000); AID 628;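 active means calcium fluorescence response, raw or row-and-column corrected B-score, differing from the plate sample mean either way at a set confidence level, mostly lower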
# Target sequence (P08482 whole entry, looked up): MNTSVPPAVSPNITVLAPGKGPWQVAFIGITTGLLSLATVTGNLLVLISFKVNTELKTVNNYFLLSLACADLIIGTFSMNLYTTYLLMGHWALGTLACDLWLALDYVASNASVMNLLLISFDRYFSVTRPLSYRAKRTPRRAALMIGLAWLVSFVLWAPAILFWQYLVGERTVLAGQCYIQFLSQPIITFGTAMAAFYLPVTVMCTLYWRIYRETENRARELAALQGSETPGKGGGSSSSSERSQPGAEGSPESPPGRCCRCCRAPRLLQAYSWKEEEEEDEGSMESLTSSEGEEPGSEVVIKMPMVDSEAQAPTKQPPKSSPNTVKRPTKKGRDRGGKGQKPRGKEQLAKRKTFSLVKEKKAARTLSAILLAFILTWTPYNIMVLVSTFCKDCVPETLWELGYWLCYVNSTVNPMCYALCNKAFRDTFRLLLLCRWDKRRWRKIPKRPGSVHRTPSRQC
# M1 agonist: M1 muscarinic receptor agonism; CHO-M1 cells, Fluo-4 calcium fluorescence, agonist mode; active compounds read high; B-score at 10 µM; actives 3% (n = 64,000); AID 626;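 active means fluorescence rise, raw or as B-score row- and column-corrected plate score, outside the 99.7% band of its plate's samples, either direction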
# NADH coupling: blocks coupling enzymes of NAD/NADH assays. coupled PK/LDH NADH assays, four targets. IC50, µM (top dose mostly 10 µM), inactives show top-dose inhibition. actives 0.02% (n = 65,000). AID 774;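 active means single-dose screening hits from any of four coupled enzyme assays that gave an IC50 when retested across doses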;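 further: the DPM-DC format reads NADH fluorescence rather than 340 nm absorbance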
# Fluor 339 460: intrinsic fluorescence of library compounds, ex339/em460 – biochemical, MLSMR library, data from DPM-DC assay, artefact control, profiling panel; compound autofluorescence, ex339/em460 nm, NADH buffer; active compounds read high; 1 = no-compound wells, NADH background; fluorescence fold increase at 10 µM; actives 5.5% (n = 65,000); AID 709;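 active means at 10 µM, mean starting fluorescence two-fold or more over control wells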;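 further: signal is the first read of a kinetic run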
# SF1 activator: activates the human nuclear receptor SF-1 | actives 1.9% (n = 65,000) | Q13285 | CHO-K1 Gal4-SF-1 LBD luciferase reporter; % increase over DMSO SF-1-specific signal | activation, % at 10 µM;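 active means activation above the mean activation of all tested compounds plus 3 SD, cut at about 50% in these data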
#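 Test system: CHO-K1 cells with Gal4–hSF-1 LBD chimera plus Gal4-driven luciferase; Input: 4,000 cells/well; Compound: 10 µM only; Times: 20 h compound treatment, 37 °C; Measured by: steady-glow luciferase luminescence, read after 15 min reagent incubation; Measure: percent activation versus DMSO; Control set: DMSO and mock-transfected background; Replicates: one test per compound.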
# TNAP act mid DEA: activators of human TNAP at intermediate phosphate acceptor | P05186 | purified TNAP, CDP-star luminescence, 100 mM DEA, 30 min; active compounds read high; scale: 0 levamisole-inhibited, 1 vehicle-only enzyme | activation factor at 20 µM | 64,000 tested, under 10 active | AID 813;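 active means activation factor of at least 2 at 20 µM, relative to controls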
# Target sequence (P05186 whole entry, looked up): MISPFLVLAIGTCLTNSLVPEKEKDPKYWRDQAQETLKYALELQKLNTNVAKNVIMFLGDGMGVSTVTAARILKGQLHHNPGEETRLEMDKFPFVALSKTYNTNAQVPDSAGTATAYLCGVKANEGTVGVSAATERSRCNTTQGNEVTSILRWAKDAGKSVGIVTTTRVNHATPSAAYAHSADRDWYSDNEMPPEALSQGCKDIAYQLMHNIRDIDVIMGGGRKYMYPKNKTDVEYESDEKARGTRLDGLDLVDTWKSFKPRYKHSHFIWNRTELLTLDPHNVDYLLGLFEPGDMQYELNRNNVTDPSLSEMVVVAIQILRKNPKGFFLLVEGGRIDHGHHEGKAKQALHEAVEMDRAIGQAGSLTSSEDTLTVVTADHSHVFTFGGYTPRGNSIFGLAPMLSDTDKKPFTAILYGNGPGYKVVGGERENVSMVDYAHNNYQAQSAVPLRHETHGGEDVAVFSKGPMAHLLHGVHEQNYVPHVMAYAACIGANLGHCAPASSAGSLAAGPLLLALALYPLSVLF
# E coli RNAP: Escherichia coli RNA polymerase inhibition; P0A8V2; E. coli RNA polymerase, fluorescence transcription assay; inhibition, %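 (tested at 10 µM)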; actives 0.2% (n = 62,000); AID 559; in the data active means inhibition above about 20%;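 further: 0% = enzyme without compound and 100% = no enzyme blank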
# An asterisk follows results filed as active; nt = not tested or not shown; [ ] = dose if it differs, or a comment. This is a random part of the collection; overall some 15% were active at least once.
SMILES,Ecoli tolC,RORa activator,M1 antagonist,M1 agonist,NADH coupling,Fluor 339 460,SF1 activator,TNAP act mid DEA,E coli RNAP
CCCCn1c(C)cc2cc(O)ccc21,6,0,0.79,-0.063,6%,1.1,1,0.9,11
c1csc(-c2ccc3ccccc3n2)c1,12,26,0.076,-0.062,13%,2.6*,79*,0.9,4
CCn1c(=NC(=O)CSC(C)=O)sc2ccccc21,3,-7,0.96,0.15,4%,1.1,0,0.8,0
CCOc1ccc(NC(=O)c2oc3ccccc3c2NC(=O)C(C)C)cc1,-12,-24,0.0028,-0.31,3%,1.2,-14,0.8,5
Cc1c(C(=O)NCCCN2CCCC2=O)oc2ccccc12,-8,24,-0.36,-0.14,5%,1.1,20,0.9,9
O=S(=O)(Nc1nc(CN2CCOCC2)nc2sc3c(c12)CCCC3)c1cc(F)ccc1F,12,-8,-0.36,-1.3,6%,1.3,-4,0.9,7
Cn1nnc(NC(=O)C(c2ccccc2)c2ccccc2)n1,9,-4,-0.016,-0.055,4%,1.1,13,0.9,6
Cc1cc(Oc2ccc(=O)n(C)n2)nc(Oc2ccc(=O)[nH]n2)n1,-39,9,0.8,0.019,6%,1.1,4,0.9,2
CCOc1ccc(C(=O)C2CCN(CC(=O)Nc3ccccc3N3CCOCC3)CC2)cc1,76*,7,0.093,0.11,6%,1.1,0,0.8,6
CCOC(=O)CCC(=O)N1CCNC(=O)C1,nt,nt,2.2*,0.72,nt,nt,nt,1,1
CC(C)OC(=O)CC1=NC(=O)CS1,6,-10,0.6,-1,5%,1.1,-9,1,4
C=CCOc1ccc(C2NC(=O)NC(C)=C2C(=O)OC)cc1 (stereo not drawn),-3,2,-0.38,-0.8,4%,1.1,-4,0.9,12
COC(=O)N(C)c1nc2ccccc2s1,-6,39,0.12,0.17,7%,1.1,21,0.9,-5
NC(=O)CSc1nnc(Cn2c(=O)sc3ccccc32)n1CCc1ccccc1,7,6,0.21,0.079,3%,1,2,0.9,10
COc1ccccc1C(=O)NC(C)c1nc2ccccc2[nH]1 (stereo not drawn),-2,-6,-0.39,0.23,0%,1.1,0,1,0
CCOc1ccccc1C(=O)Nc1nnc(C(C)C)s1,1,22,0.24,0.07,6%,1.1,26,1,1
CS(=O)(=O)N1CCN(c2nc(-c3ccccc3)cs2)CC1,7,1,-0.25,-0.27,3%,1.1,-9,0.9,11
Cc1cccn2c(=O)c3cc(C#N)c(=N)n(Cc4ccncc4)c3nc12,-4,2,-0.19,-0.73,5%,1.1,4,1,9
COC(=O)C(C)NC(=O)C(C)NC(=O)OCc1ccccc1 (stereo not drawn),-22,-20,0.65,-0.36,10%,0.87,7,1,0
CCCCOCCCNC(=O)Cc1ccccc1OC,-1,-16,-0.032,0.11,3%,1.1,-14,1,2
CCOC(=O)C1C(c2cccs2)NC(=O)NC1(O)C(F)(F)F (stereo not drawn),-15,0,0.0067,0.58,4%,1.1,0,1,-7
O=C(CSc1nnc(CNc2ccccc2)o1)N1CCN(C(=O)c2ccco2)CC1,-17,-2,0.00082,-0.27,7%,1.1,7,1,nt
Cc1ccc(CNC(=O)CN2C(=O)C3(OCCCO3)c3ccccc32)cc1,-4,-8,1.1,0.35,4%,1.1,-7,0.9,-3
CCc1ccc(S(=O)(=O)NCc2cn3c(C)csc3n2)s1,3,-5,-1.6,-3.1*,2%,1.1,13,0.9,2
CCCC(=O)N1CCN(c2ccc(NC(=O)c3ccco3)cc2)CC1,-15,3,0.11,-0.38,8%,0.94,35,0.9,10
CCCN1C(=O)c2ccccc2NC1c1ccc(OC)cc1OC (stereo not drawn),25,-12,0.021,0.72,12%[fluoresces],5.1*,-7,0.9,-1
COc1ccc(C2CC(=O)c3sc(N)nc3C2)cc1 (stereo not drawn),0,0,1.3,-0.09,1%,1.1,17,0.9,10
O=C(Cn1c(=O)n(CC2CCCO2)c(=O)c2ccccc21)c1ccccc1 (stereo not drawn),12,2,0.02,-0.29,4%,1,-12,0.8,6
COc1ccc(NC(=O)C2CCCN2S(=O)(=O)c2cccc3cccnc23)c(OC)c1 (stereo not drawn),4,-3,1.3,-0.11,3%,1.1,-12,0.8,0
Cc1cc(C)c2c(CN3CCN(Cc4ccc5c(c4)OCO5)CC3)cc(=O)oc2c1,13,1,-10*,-0.2,4%,1.1,-2,0.8,10
COc1ccc(Cl)cc1N1CC(C(=O)Nc2nccs2)CC1=O (stereo not drawn),4,-2,0.15,1,7%,1.1,10,1,3
CC(=C/C(=O)O)/C=C/c1cccs1,-25,30,-0.008,0.16,9%,1,-6,1,nt
CCOC(=O)C1CCCN(C(=O)CSc2nccn2C)C1 (stereo not drawn),0,-13,-0.26,-0.043,0%,0.99,6,1,-2
CC(C)N(C#N)c1nc(N2CCOCC2)nc(N2CCOCC2)n1,-13,-10,-0.0012,-1.2,3%,1,-13,1,5
O=c1cc(N2CCN(c3ccccc3F)CC2)[nH]c(=O)n1-c1ccc(Br)cc1,8,-1,0.35,-2.6*,1%,1.1,-4,1,2
CCC(=O)NCCSc1c[nH]c2ccccc12,-4,16,-0.14,-0.61,5%,1.1,-2,1,-1
Cn1c(=O)c(=O)n(C)c2cc(S(=O)(=O)Nc3ccc4c(c3)OCCO4)ccc21,-7,-28,0.0082,0.034,4%,1,23,0.9,0
CCOC(=O)c1cccnc1SCC(=O)NC(C)CC (stereo not drawn),-10,0,-0.57,0.12,2%,1.1,-8,1,7
CCN1CCN(c2ncnc3c2sc2nc(N4CCOCC4)c4c(c23)CCC4)CC1,1,-4,-0.83,0.5,14%,1.6,16,1,10
O=C(NCCN1CCOCC1)c1cc2c(=O)n3ccccc3nc2n1Cc1ccccc1,2,29,-0.66,0.11,9%[fluoresces],3.9*,4,1.1,-64
CCN1CCCC1CNC(=O)c1cc(NC(C)=O)c(N(C)C)cc1OC (stereo not drawn),-25,-2,0.055,0.42,8%,1.1,1,1,7
CC(=O)Nc1nonc1C(=O)N1CCC(C)CC1,-13,7,0.16,0.11,2%,1.1,5,1,3
COc1cccc(N2CCN(Cc3nc(N)nc(Nc4ccccc4)n3)CC2)c1,20,-6,-0.0044,6.3*,1%,1,6,0.9,8
O=S(=O)(/C=C/c1ccccc1)n1cnc2ccccc21,-3,-8,-0.62,0.42,14%,0.91,-5,0.9,0
Nc1ncnc2nc(Sc3ccc(Cl)cc3)[nH]c12,4,-2,-0.094,-1.7,2%,1.1,11,0.7,-2
CCCSC1=C(C#N)C(c2cc(OC)ccc2OC)CC(=O)N1 (stereo not drawn),-4,-4,0.58,-0.63,2%,1,0,0.8,18
NS(=O)(=O)c1ccc(CCNC(=O)c2ccccc2F)cc1,-15,-17,-0.072,-0.27,5%,1.2,19,1,1
CC(=O)OC(C(=O)NCc1ccc2c(c1)OCO2)c1ccccc1Cl (stereo not drawn),4,-6,-0.014,0.38,6%,1.1,8,1,-3
CN(C)c1ccc(N/C=C/C(=O)c2ccccc2)cc1,-4,-29,-0.065,2.5*,6%,1.1,-66,0.8,4
CCC/C(O)=C1\C(=O)CC(C)(C)CC1=NCCO,-9,-15,-0.11,-0.28,7%,1.1,4,0.9,5
O=C(O)CCC(=O)Nc1ccc(S(=O)(=O)Nc2nccs2)cc1,0,-4,-11*,-0.078,2%,1,3,0.8,9
COc1ccccc1-c1nnn(CC#N)n1,-19,8,1.5,-0.66,5%,1.1,21,0.9,8
O=C(O)CCCNS(=O)(=O)c1cccs1,-16,-24,0.82,-0.97,5%,1.1,-13,1.1,-5
CCOc1cc(C(=O)NCC(C)CN(C)C)cc(OCC)c1OCC (stereo not drawn),13,3,0.077,-0.22,4%,1.2,12,1,6
CCC(=O)Nc1nc2ccccc2n1CCN(C)C,-5,-6,0.21,-0.31,2%,1,3,0.9,5
C/C(=C1/SC(N2CC(C)OC(C)C2)=NC1=O)c1ccccc1 (stereo not drawn),9,-22,0.061,0.089,7%,1.1,-11,1,-6
Nc1nc2n(n1)C(c1c(F)cccc1Cl)CC(c1ccc(F)cc1)N2 (stereo not drawn),-2,-7,0.42,0.0083,2%,1.1,7,0.9,1
Cc1cc(C)c2c3c(sc2n1)C1(CCSCC1)C(C#N)=C(N)O3,-11,7,1.2,0.43,3%,1.2,16,nt,nt
Cc1ccc(S(=O)(=O)N(C)c2ccc(C(=O)N3CCC(C(N)=O)CC3)cc2)cc1,-4,-18,-0.74,-0.0017,3%,1.1,-5,1,9
CNC(=O)CSc1nnc(CCc2ccccc2)n1-c1ccccc1,-2,4,-0.12,0.4,12%,1.3,5,1,6

# Carrying on:
SMILES,Ecoli tolC,RORa activator,M1 antagonist,M1 agonist,NADH coupling,Fluor 339 460,SF1 activator,TNAP act mid DEA,E coli RNAP
COC(=O)c1ccccc1Nc1cc(C)nc2nc(C)nn12,4,23,0.27,0.95,11%,1,-18,0.9,3
Cc1cc(=O)[nH]c(/N=C(\N)Nc2cccc3ccccc23)n1,-16,-4,-0.65,0.35,22%,1.1,-5,1.1,-2
Cc1cc(C(=O)NC2=NCCS2)cs1,-4,43,0.57,-0.051,3%,1.1,53*,0.9,7
Clc1ccccc1OCc1nnc(-c2ccccc2Br)o1,72*,83*,-0.63,-0.26,3%,1,94*,0.9,8
Clc1cccc2sc(N3CCCCC3)nc12,22,13,-0.72,1.5,6%,1.1,48,1,4
COc1cccc(C2=NOC(C(=O)NC(C)(C)C)C2)c1 (stereo not drawn),-11,-21,-0.81,0.075,4%,1,-1,0.9,4
CCOC(=O)CSc1nc2sc(C(=O)O)c(C)c2c(=O)[nH]1,-24,-5,-0.13,-0.47,2%,1.1,7,1,-4
CCSc1nnc(NC(=O)C2CCCCC2C(=O)OCC(F)(F)C(F)F)s1 (stereo not drawn),-4,25,0.69,0.24,4%,1,4,1.1,12
CSc1nc(Oc2ccc(=O)[nH]n2)nc(N(C)C)n1,5,-9,0.54,-0.84,0%,1.1,-2,0.8,11
O=C(Cc1c(F)cccc1Cl)Nc1ccncc1,-3,-4,-0.0031,0.029,3%,1,-6,0.9,3
CCN(CC(=O)Nc1c(C(=O)OC)[nH]c2ccc(Cl)cc12)c1ccc2c(c1)OCO2,20,-1,-0.22,-0.47,4%,1.2,1,0.9,3
CCOC(=O)N1CCC(c2[nH][nH]c(=O)c2C)CC1,-11,0,-0.51,-0.49,6%,1.1,18,1,4

# Assay outcomes (PubChem)
